a7 integrin act – activators of alpha7 integrin expression for muscular dystrophy. alpha7betagal myoblasts, beta-gal FDG fluorescence, 48 h. 350,000 compounds, 0.064% hits. Potency, µM (doses to about 38.3 µM), without a hit: at the top dose activation, hits mostly activators;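 further: potency means the concentration at half of the fitted maximal effect; 100% = response of the positive control SU9516; nearly all actives have a fitted effect of over 60% in size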
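Alpha7betagal+/- myoblasts (passage 13) were plated 16-24 hr, then exposed to compounds (1:260 dilution of DMSO stock) for 48 hours at 37C. After MPER lysis, β-galactosidase reporter activity was read as FDG fluorescence (ex 480/em 540) after 30 minutes.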
FBPA coupling cs – coupling enzyme interference in Giardia aldolase counter-screen; coupling enzyme system counterscreen, AmpLite Red fluorescence; activity change, negative = inhibition, % at 58.2 µM, hits read low; 290,000 compounds, 0.67% hits; AID 2472; in the data active means activity change below about -30%; further: on the % scale 0 is the no-effect control and ±100 the full control effect
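Compounds tested against the coupling enzymes alone at 57.5 uM final; readout was AmpLite Red fluorescence (525/598 nm) after 20 min at RT.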
KCNH2 3.1 block – blocks the human KCNH2 3.1 channel isoform; AID 720553; U2OS KCNH2 3.1, thallium flux FluxOr; hits give low values; 340,000 compounds, 0.95% hits; activity change, % (tested at about 1.8 µM);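 active means maximum activity change below -70%; inconclusive means maximum activity change from -70% to -50%; inactive means maximum activity change above -50%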;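 further: thallium influx rate constant from kinetic fluorescence after stimulation buffer; on the % scale 0 is the no-effect control and ±100 the full control effect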
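U2OS cells transduced with KCNH2 3.1 mutant virus (1.77 x 10^8 /mL, 4 h), plated overnight at 37 C, loaded 45 min with FluxOr dye plus Red40 quencher. Thallium flux rate constant from kinetic reads after stimulation buffer, normalised to controls.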
ASM inhibitor – blocks human secretory acid sphingomyelinase | P17405 | placental ASM, HMU-PC fluorogenic substrate, 60 min | Potency, µM (highest dose often 57.5 µM), inactives show top-dose activity change, negative = inhibition, actives largely listed as inhibitors | 340,000 compounds, 0.006% hits; further: potency means the concentration at half of the fitted maximal effect
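Steps: dispense placental human ASM, pin compound, wait 10 min at room temperature, add HMU-PC0 substrate at 9 uM final, incubate 60 min at 37 °C, add stop solution raising pH to 10, read fluorescence.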
MBNL1 CUG block – blocks human MBNL1 binding to CUG repeat RNA. 280,000 compounds, 0.036% hits. Potency, µM (top dose mostly 57.5 µM), for inactives: top-dose activity change, negative = inhibition, most hits filed as inhibitors. Q9NR56. AID 2675. TR-FRET MBNL1-His/biotin-(CUG)12 binding, 665/545 ratio; active means well fitted inhibition curve with a large enough effect in the signal ratio, with a control signal flat, not every such curve was filed as active; inconclusive means small, poorly fitted or top-dose-only effect, or effect the other way, or a change in a side signal; inactive means no such curve, though single readings can be large or run the other way; the % refers to the signal ratio; further: potency means the concentration at half of the fitted maximal effect; on the % scale 0 is the no-effect control and ±100 the full control effect
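Compound titration spanned 92 nM–58 uM against the MBNL1-His/biotin-(CUG)12 complex. After 60 min at room temperature with 5 nM streptavidin-XL665 and 0.055 ng/ul terbium anti-His, ratiometric 665/545 nm emission (Ex 340 nm) normalized to controls.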
KCNH2 WT inh – inhibitors of human wildtype KCNH2 potassium channel | U2OS, BacMam KCNH2, thallium flux FluxOr; hits give low values | AID 720551 | 340,000 compounds, 0.37% hits | Q12809 | activity change, % at 1.84 µM;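 active means maximum activity change below -70%; inconclusive means maximum activity change between -70% and -50%; inactive means maximum activity change above -50%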; further: on the % scale 0 is the no-effect control and ±100 the full control effect
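U2OS cells transduced with wild-type KCNH2 virus are loaded with FluxOr dye for 45 min, and thallium flux is measured in kinetic reads before and after stimulation buffer. Rate constants are normalized to DMSO controls.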
GALK inh – galactokinase (human) inhibition | P51570 | Purified GALK, Kinase-Glo residual ATP luminescence | Potency, µM (doses to about 57.5 µM), for the others: top-dose activity change, negative = inhibition, most hits filed as inhibitors | 270,000 compounds, 0.007% hits | AID 1868; further: potency means the concentration at half of the fitted maximal effect; on the % scale 0 is the no-effect control and ±100 the full control effect
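Quantitative HTS: GALK 5 nM, ATP 35 uM, galactose 100 uM, 1 h room temperature, then luciferase-based ATP detection.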
TRPV1 ag – human TRPV1 agonism; activation, % at 8.33 µM; AID 540275; Q8NER1; TRPV1-expressing cells, Fluo-8 calcium influx, agonist mode; 320,000 compounds, 0.19% hits; in the data active means activation above about 80%; inconclusive means between about 30% and that limit; further: 0% is about no effect
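Fluo-8 calcium influx in TRPV1-expressing cells, kinetic read (ex 480/em 520 nm). Compound added and read 3 min for agonist activity, followed by capsaicin at EC20 final and 2 min further read for enhancement.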
AT treatment – potential ataxia-telangiectasia treatments restoring KAP-1 phosphorylation; Potency, µM (top dose mostly 57.5 µM), without a hit: top-dose activation, actives largely listed as activators; […] A-T fibroblasts, KAP-1 phosphorylation AlphaLISA; neocarzinostatin DNA damage 30 min before lysis; 320,000 compounds, 0.19% hits; AID 485349; further: potency means the concentration at half of the fitted maximal effect; % of control where 0% means no effect; nearly all actives have a fitted effect of over 45% in size
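ATM-like activity read as KAP-1 phosphorylation via AlphaLISA donor/acceptor antibody pairs after lysis and 6 hr at 25C. Cells were ATM-null patient fibroblasts ([…], hTERT), dosed 60 min, then exposed to the DSB inducer NCS for 30 min.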
MLL CXXC-DNA inh – blocks binding of human MLL CXXC domain to DNA; 290,000 compounds, 0.037% hits; Q03164; MLL-CXXC / FITC-HOXA9 DNA fluorescence polarization; AID 2662; Potency, µM (doses to about 115 µM), for inactives: at the top dose activity change, negative = inhibition, most hits filed as inhibitors; active means well fitted inhibition curve with a large enough effect in the polarisation, with a control signal flat, not every such curve was filed as active; inconclusive means small, poorly fitted or top-dose-only effect, or effect the other way, or a change in a side signal; inactive means no such curve, though single readings can be large or run the other way; the % refers to the polarisation; further: potency means the concentration at half of the fitted maximal effect
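Fluorescence polarization: 7 uM MLL-CXXC (stock) preincubated 5 min with compounds, then 50 nM fluorescein-HOX-A9 DNA (stock) added; 30 min ambient. Buffer 50 mM Tris-HCl pH 7.5, 50 mM NaCl, 1 mM DTT, 0.05% BSA.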
* = called active by the depositor; ? = inconclusive; . = no result given; [ ] = dose if it differs, or a comment. Unless noted, the call rests on the fitted dose curve; in most records, active means well fitted curve in the direction sought with a large enough effect; inconclusive means small, poorly fitted or top-dose-only effect, or another doubt; inactive means no such curve, though single readings can be large; an effect the other way counts as inactive or inconclusive.

Value order: a7 integrin act, FBPA coupling cs, KCNH2 3.1 block, ASM inhibitor, MBNL1 CUG block, KCNH2 WT inh, GALK inh, TRPV1 ag, AT treatment, MLL CXXC-DNA inh
Cc1nc2ccccc2c2c1C(=O)N(C1CCCCCCC1)C2=O
    7%, 0, 8, -4%, 6%, 5, -2%, -6, 3%, -2%
O=C(C[n+]1cccc(CNC(=O)c2ccc(OC(F)F)cc2)c1)Nc1ccc(SC(F)F)cc1
    -2%, 2, -2, -12%, 2%, 2, -3%, 1, 4%, 6%
O=C(Nc1c2c(nn1-c1ccccc1)CS(=O)(=O)C2)C1CCCC1
    -5%, ., ., 0%, -3%, 6, 6%, 0, -7%, -8%
CC(C)Nc1nc(NC(C)C)nc(N(C)N)n1
    -9%, 3, -10, 5%, -6%, -1, 1%, 2, 2%, 35%[activator]
COc1cccc(NC(=O)CN(c2ccc([N+](=O)[O-])cc2)S(=O)(=O)c2ccccc2)c1
    -25%, -1, -3, 0%, ., -35, 0%, -2, -10%, -18%
CCOc1ccc(NC(=S)N2CCC(NC(=O)c3ccco3)CC2)cc1
    8%, 3, 4, -2%, -1%, -1, 14%, -1, 2%, 1%
CC(=O)c1c(C)nn(C(C)CC(=O)O)c1C (configuration not stated)
    11%, -3, 9, 5%, 0%, 16, -1%, 0, 6%, 13%
COc1ccc(C)cc1N(C(=O)c1snc(C(N)=O)c1N)C(C(=O)NC1CCCC1)c1ccc(F)cc1 (configuration not stated)
    -20%, -5, -16, ., 6%, 9, 0%, 99*, -2%, 1%
COc1cc(NC(=S)NCCCN(C)C)c(OC)cc1NC(=O)c1ccco1
    2%, 1, 14, 10%, -5%, -2, -2%, 4, 8%, 3%
CCc1nn2c(=O)c(S(=O)(=O)Nc3cccc(F)c3)c(C)nc2s1
    27%, 0, 0, -1%, 4%, 6, -1%, 1, 3%, 32%
O=C(CNc1cccc(S(=O)(=O)N2CCCC2)c1)Nc1ccc(F)cc1F
    -16%, ., -26, 4%, ., -14, ., 4, 8%, .
CC1CN(S(=O)(=O)c2cccc(C(=O)Nc3ccc(S(=O)(=O)NC4=NCCCCC4)cc3)c2)CC(C)O1 (configuration not stated)
    -19%, ., -4, 4%, ., 1, ., 0, 4%, .
CC1CCc2c(sc3nn[nH]c(=O)c23)C1 (configuration not stated)
    -8%, 8, 0, 0%, ?, -23, -1%, -5, 4%, -2%
O=C(Cc1cccc2ccccc12)Nc1ccccc1Br
    29%, 2, -11, -1%, 2%, 7, 7%, -3, 8%, 1%
CCC1CCC2(CC1)NC(=O)N(CC(=O)Nc1ccc(OC)cc1)C2=O (configuration not stated)
    -18%, ., 10, -5%, ., -7, ., 9, 7%, .
CSc1ncc(-c2ccccc2)cn1
    -6%, 0, 3, -2%, -1%, -5, 2%, 3, -2%, -1%
Cc1nc2sc3c(c2c2nc(-c4ccco4)nn12)CCCC3
    ., 2, ., ., -6%, ., 1%, -13, 9%, 3%
CN1C(=O)C(C)(C)c2cc(S(=O)(=O)N3CCN(c4ccccc4)CC3)ccc21
    0%, 2, 0, -3%, -18%, -18, ., -4, 1%, .
Cc1ccc(C)c(SCC(=O)NCC(c2ccco2)N2CCCCC2)c1 (configuration not stated)
    2%, ., 3, 1%, ., 10, ., -2, 1%, .
CCn1c(SCC(=O)c2ccc3c(c2)Cc2ccccc2-3)nnc1-c1ccc(N)cc1
    -24%, ., -26, -1%, ?, -9, 0%, -3, 4%, 19%

The closing two records of the part before come first, to join the parts.
Value order: a7 integrin act, FBPA coupling cs, KCNH2 3.1 block, ASM inhibitor, MBNL1 CUG block, KCNH2 WT inh, GALK inh, TRPV1 ag, AT treatment, MLL CXXC-DNA inh
Cc1ccc(C)c(SCC(=O)NCC(c2ccco2)N2CCCCC2)c1 (configuration not stated)
    2%, ., 3, 1%, ., 10, ., -2, 1%, .
CCn1c(SCC(=O)c2ccc3c(c2)Cc2ccccc2-3)nnc1-c1ccc(N)cc1
    -24%, ., -26, -1%, ?, -9, 0%, -3, 4%, 19%
NS(=O)(=O)c1ccc(CNC(=O)c2ccc(Cl)c(S(=O)(=O)NCc3ccccc3)c2)cc1
    -6%, ., 6, -2%, ., -6, ., 0, 0%, .
OCCCCNCc1cc(Br)ccc1OCc1ccccc1F
    17%, 1, 17, 8%, 0%, 17, 3%, 3, 1%, 1%
O=C(CSc1ccc(-c2ccccc2)nn1)NCc1ccco1
    -28%, 1, -19, 2%, 27%, -8, -19%, -2, -4%, -5%
O=C(O)c1ccc(-c2ccco2)n1Cc1ccccc1
    -2%, 9, 8, -3%, -3%, -1, 1%, -3, ., -13%
NS(=O)(=O)c1ccc(NC(=O)CN2C(=O)C3C4C=CC(C4)C3C2=O)cc1 (configuration not stated)
    5%, 4, 1, 0%, -4%, 6, 0%, -1, -2%, 11%
O=C(CSc1nnc2ccccn12)NC(=O)NC1CCCC1
    3%, -1, -9, -1%, 4%, 1, -3%, 3, 1%, -10%
COc1ccccc1C(=O)NCc1ccccc1
    22%, 2, 14, -1%, 6%, -2, -1%, 2, 0%, -4%
CCOc1cccc(-c2c(C(=O)N/N=C/c3ccsc3)nnn2-c2nonc2N)c1
    15%, ., 9, -6%, 2%, 9, 1%, -1, 1%, -11%
O=C(Nc1ccc([N+](=O)[O-])cc1)Nc1ccc2[nH]c(=O)[nH]c2c1
    -21%, -4, -1, -1%, ?, 27, 0%, 11, 4%, 4%
O=C(NCC1CCCO1)c1cc2c([nH]c3ccccc32)c(-c2ccc(F)cc2)n1 (configuration not stated)
    7%, -3, -2, -2%, -12%, -9, ., ?, -11%, 17%
CC1=C/C(=C\c2ccc3c(c2)OCO3)C(=O)S1
    -44%, 0, 2, -10%, -2%, -1, -1%, 7, -16%, 22%
COc1ccc(C)cc1S(=O)(=O)N(CC(=O)N1CCOCC1)c1cc(C)cc(C)c1
    0%, 1, ., -1%, -4%, 27, -2%, 17, 2%, -2%
O=C(NC1CCCC1)C(c1ccccc1)N(C(=O)c1ccno1)c1ccccc1 (configuration not stated)
    17%, 0, -15, -2%, 7%, -7, -2%, 2, 2%, -5%
CSC1=NCCN1C(=O)c1c(-c2c(F)cccc2Cl)noc1C
    -20%, 5, 3, -2%, -6%, 1, 1%, 3, 6%, -3%
O=C1Oc2ccccc2C(=O)/C1=C\N1CCN(c2ccccc2)CC1
    15%, 4, 10, 8%, 5%, -10, -1%, 4, -6%, 0%
COc1ccc(NC(=O)CNc2cc(S(=O)(=O)N3CCOCC3)ccc2NCC2CCCO2)cc1 (configuration not stated)
    20%, -14, 17, 5%, 4%, 22, 0%, 23, -1%, -5%
Cc1ccc(CNC(=O)C(Cc2ccccc2)NS(=O)(=O)c2ccc3c(c2)CCC(=O)N3)cc1 (configuration not stated)
    1%, 3, -21, -2%, 0%, -3, 4%, -1, 5%, 22%
COc1ccc(Cl)cc1C(=O)NNC(=O)CN1C(=O)C2CC=CCC2C1=O (configuration not stated)
    -3%, 2, 14, 3%, 2%, 0, -2%, 1, 7%, -1%
COc1cc2c(cc1OC)[C@@H](NC(=O)C(C)C)[C@H](O)C2
    8%, ., 10, 1%, ., 1, ., ., 9%, .
COc1ccccc1/C=C/C=N/n1c(-c2n[nH]c3c2CCC3)n[nH]c1=S
    -4%, 1, -9, 0%, ., -3, -5%, ., -12%, 8%
CCOC(=O)c1ccc(NC(=O)N(CC)CC)cc1
    9%, 6, 5, -1%, -5%, -7, -4%, ., -1%, 0%
O=S(=O)(Nc1cccc(-n2cnnn2)c1)c1cccc(Cl)c1
    -14%, ., 13, 1%, -14%, -9, 4%, -1, -9%, 23%
COc1ccccc1CC(NC(C)=O)C(=O)NC1CCN(c2nnnn2-c2ccccc2)CC1 (configuration not stated)
    -14%, 0, 14, -1%, -6%, -10, -2%, 1, -2%, 2%

Individual results from above:
`CC1=C/C(=C\c2ccc3c(c2)OCO3)C(=O)S1` – ASM inhibitor: -10%
`Cc1nc2ccccc2c2c1C(=O)N(C1CCCCCCC1)C2=O` – FBPA coupling cs: 0
`Cc1ccc(CNC(=O)C(Cc2ccccc2)NS(=O)(=O)c2ccc3c(c2)CCC(=O)N3)cc1` (configuration not stated) – ASM inhibitor: -2%

A draw from above in order of molecular weight, lowest first:
Value order: a7 integrin act, FBPA coupling cs, KCNH2 3.1 block, ASM inhibitor, MBNL1 CUG block, KCNH2 WT inh, GALK inh, TRPV1 ag, AT treatment, MLL CXXC-DNA inh
COc1cc2c(cc1OC)[C@@H](NC(=O)C(C)C)[C@H](O)C2
    8%, ., 10, 1%, ., 1, ., ., 9%, .
O=C1Oc2ccccc2C(=O)/C1=C\N1CCN(c2ccccc2)CC1
    15%, 4, 10, 8%, 5%, -10, -1%, 4, -6%, 0%
OCCCCNCc1cc(Br)ccc1OCc1ccccc1F
    17%, 1, 17, 8%, 0%, 17, 3%, 3, 1%, 1%
COc1ccc(C)cc1S(=O)(=O)N(CC(=O)N1CCOCC1)c1cc(C)cc(C)c1
    0%, 1, ., -1%, -4%, 27, -2%, 17, 2%, -2%
